# From PubChem
# MITF inh: blocks human microphthalmia-associated transcription factor; O75030; inhibition, % at 2.6 µM; AID 1259374; AlphaScreen MITF homodimerization, bead proximity signal; hit rate 0.91% among 650,000; in the data active = inhibition above about 50%;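 note: 0% = vehicle wells with protein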
# GPR151 activ: human GPR151 activation | hit rate 1% among 650,000 | PathHunter beta-arrestin GPR151 cells, luminescence | activation, % at 11.2 µM | Q8TDV0; in the data active = activation above about 4.9%;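 note: 0% = median of compound wells and 100% = cells with positive control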
# Target sequence (Q8TDV0 whole entry, looked up): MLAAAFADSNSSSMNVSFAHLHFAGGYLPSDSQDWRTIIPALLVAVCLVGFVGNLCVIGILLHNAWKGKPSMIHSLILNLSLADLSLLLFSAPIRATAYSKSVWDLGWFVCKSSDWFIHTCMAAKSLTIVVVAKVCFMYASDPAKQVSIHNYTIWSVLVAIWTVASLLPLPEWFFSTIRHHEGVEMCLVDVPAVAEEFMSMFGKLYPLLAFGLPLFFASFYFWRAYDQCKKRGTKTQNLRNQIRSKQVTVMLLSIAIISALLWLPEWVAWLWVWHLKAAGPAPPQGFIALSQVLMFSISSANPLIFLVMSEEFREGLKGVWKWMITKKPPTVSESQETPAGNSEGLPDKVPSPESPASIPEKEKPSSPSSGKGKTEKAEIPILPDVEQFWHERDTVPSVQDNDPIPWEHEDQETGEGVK
# FBW7 activator: activators of human E3 ligase FBW7. Q969H0. AlphaScreen FBW7–phospho-cyclin E peptide binding, activator screen. normalized activity (activation), % at 26.1 µM. hit rate 0.13% among 650,000; in the data active = normalized activity above about 1.9%;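 note: purified mutant Fbw7 with reduced substrate affinity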
# Target sequence (Q969H0 whole entry, looked up): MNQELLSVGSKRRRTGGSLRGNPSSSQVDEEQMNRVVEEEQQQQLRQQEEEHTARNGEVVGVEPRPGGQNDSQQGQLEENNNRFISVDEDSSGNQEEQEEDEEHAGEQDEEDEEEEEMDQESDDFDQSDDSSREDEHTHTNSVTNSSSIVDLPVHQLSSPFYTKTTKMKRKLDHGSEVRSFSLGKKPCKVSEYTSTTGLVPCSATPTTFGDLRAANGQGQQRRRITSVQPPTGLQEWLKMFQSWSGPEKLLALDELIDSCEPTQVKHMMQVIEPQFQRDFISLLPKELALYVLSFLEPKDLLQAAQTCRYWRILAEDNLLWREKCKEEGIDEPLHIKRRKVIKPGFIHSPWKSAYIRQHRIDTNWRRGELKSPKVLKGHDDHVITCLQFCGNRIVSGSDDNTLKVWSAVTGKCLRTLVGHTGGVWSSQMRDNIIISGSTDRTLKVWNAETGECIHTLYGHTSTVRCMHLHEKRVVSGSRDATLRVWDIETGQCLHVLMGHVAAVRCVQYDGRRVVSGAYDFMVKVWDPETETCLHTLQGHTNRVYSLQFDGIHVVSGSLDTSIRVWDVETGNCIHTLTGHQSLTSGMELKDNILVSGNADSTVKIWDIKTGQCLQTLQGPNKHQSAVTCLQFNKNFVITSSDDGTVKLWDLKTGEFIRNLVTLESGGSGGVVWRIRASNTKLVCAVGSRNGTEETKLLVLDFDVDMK
# TEAD-YAP inh: TEAD-YAP interaction inhibition | HEK-TIYL cells, TEAD-Gal4/YAP UAS-luciferase luminescence | inhibition, % at 9.12 µM | hit rate 1.4% among 640,000 | AID 1259422; in the data active = inhibition above about 32%;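 note: 0% = median of test compound wells and 100% = reference inhibitor wells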
# Active calls of the source: *.
mol	TEAD-YAP inh	FBW7 activator	GPR151 activ	MITF inh
c1ccc(COC2CCN(Cc3ccc4c(c3)CN(Cc3ccoc3)CCO4)CC2)cc1	1	0.0	-0.5	26
COc1ccc(Cl)cc1-c1nc(-c2cccs2)no1	-34	-0.1	3.2	2
COCCNc1nc2c(c(=O)n(C)c(=O)n2C)n1Cc1ccc(OC)cc1	17	-0.2	0.0	-5
O=C(OCCN1C(=O)c2ccccc2C1=O)c1cccs1	6	-0.1	2.8	4
O=C(NCCc1cccs1)C1CCCN(c2nnc(N3CCCC3=O)s2)C1 (stereo not drawn)	-3	0.0	-0.3	-7
COc1ccc(-c2noc(CN(C)C3CCOC3)n2)cc1 (stereo not drawn)	-31	0.0	-1.1	-1
CC(C)CC(=O)Nc1nnc(-c2ccccc2F)s1	-27	0.1	1.7	6
Cc1sc2ncn(CC(=O)Nc3ccc(F)cc3)c(=O)c2c1S(=O)(=O)N1CCOCC1	-4	0.0	1.2	-8
CC[C@@H](Cn1ncc2ccccc2c1=O)NC(=O)Cc1ccccc1F	-11	0.1	0.4	-16
CCOC(=O)C1CCN(C(=O)Cn2cnc(-c3ccc(OC)cc3)cc2=O)CC1	-3	0.0	1.4	5
Cc1cc(C)n2nc(CNS(=O)(=O)c3ccc([N+](=O)[O-])cc3)nc2n1	-4	-0.1	-1.2	3
O=C(CN1c2cccc3cccc(c23)S1(=O)=O)NC1CC1	1	0.0	-0.7	8

# (cont.)
mol	TEAD-YAP inh	FBW7 activator	GPR151 activ	MITF inh
COc1ccc(C2OC(=O)CC2C(=O)NC(C)C)cc1OC (stereo not drawn)	0	0.2	-0.6	-3
COc1ccc(C(=O)Nc2ccnn2C2CCN(C(=O)c3cscn3)CC2)cc1	-1	-0.1	0.1	9
CCc1cc2cc3c(cc2nc1SCC(=O)Nc1c(C)[nH]c(=O)[nH]c1=O)OCO3	0	0.2	0.0	-1
CCOC(=O)CC(=O)CSc1nc2ccsc2c(=O)n1CCc1ccc(OC)c(OC)c1	-8	0.9	1.6	11
CC1=NN(C(=O)C2CC2)C(O)(c2ccncc2)C1 (stereo not drawn)	0	-0.2	-0.3	-2
Cc1nc2ncccc2c(=O)n1-c1cccc(NC(=O)c2ccccc2Cl)c1	6	0.1	-1.7	21
CC1=C(C(=O)OCc2ccccc2)C(c2cccnc2)C2=C(CC(C)(C)CC2=O)N1 (stereo not drawn)	0	-0.1	-0.5	-7
COc1cc(/C=C2/SC(=Nc3ccccc3Cl)NC2=O)ccc1OCc1ccccc1Cl	5	-0.1	-1.2	8
Clc1ccc(-c2nc(Nc3ccc(Cl)c(Cl)c3)sc2-c2ccccc2)cc1	-12	0.2	-1.9	3
CCc1nnc(NC(=O)c2ccc(-c3ccccc3)cc2)s1	-54	0.1	0.4	18
CN(Cc1ccccc1)C(=O)c1cccnc1	9	0.1	-0.4	-6
Cc1cc(Nc2ccccc2)nc(Nc2nccc3ccccc23)n1	9	0.6	-1.1	12

# Going on with the list.
mol	TEAD-YAP inh	FBW7 activator	GPR151 activ	MITF inh
CCOc1cccc2sc(NCc3ccccc3)nc12	4	-0.1	1.1	15
NC(=O)c1ccccc1NC(=O)COCC(=O)O	-14	-0.1	-1.3	-1
COc1cccc(OCCOCCOc2cccc(OC)c2)c1	0	0.1	-0.7	-8
COc1ccc([C@@H]2CN(C(=O)Cc3cccc(OC)c3)C[C@H]2C(=O)O)cc1	2	-0.2	-0.1	18
COc1cc(S(=O)(=O)N2CCCCCC2)ccc1-n1cnnn1	-2	0.1	-0.7	-1
Cc1ccc(-n2ncc3c(Nc4ccc(C(=O)O)cc4)ncnc32)cc1	-9	0.7	0.0	6
CC1=C(C)CC2C(=O)N(c3ccc(C)cc3C)C(=O)C2C1 (stereo not drawn)	-1	-0.1	-0.6	-4
CCC(C)NC(=O)c1cccc2c1C(=O)N(CC1CCCO1)C2 (stereo not drawn)	1	-0.1	-0.3	1
CCOC(=O)c1c(C)[nH]c(C(=O)Nc2ccc(C(C)=O)cc2)c1C	-17	0.3	-0.8	3
O=C(CSCc1ccc([N+](=O)[O-])cc1)N/N=C/c1cccnc1	3	0.1	1.0	-10
COC(=O)c1ccc(Nc2nnc(-c3ccc(C)c(S(=O)(=O)NCC4CCCO4)c3)c3ccccc23)cc1 (stereo not drawn)	5	0.3	0.0	16
COc1ccccc1-n1c(CNC(=O)c2ccco2)nnc1SCC(=O)N1CCCc2ccccc21	-4	0.0	-0.4	-1

# Next structures follow.
mol	TEAD-YAP inh	FBW7 activator	GPR151 activ	MITF inh
COc1ccc2[nH]c3c(=O)n(C)cnc3c2c1	7	0.7	1.8	19
COc1ccccc1-c1cnc(Nc2ccc(N3CCOCC3)cc2)c2nccn12	9	0.3	-1.7	-15
CC1CCCC(C)N1S(=O)(=O)c1ccc(S(=O)(=O)NCCc2ccncc2)cc1 (stereo not drawn)	-8	0.0	0.3	-11
Cc1ccc(-c2nnc(SCC(=O)NCc3ccccc3Cl)nc2-c2ccc(C)cc2)cc1	4	-0.1	3.7	3
CN(C)c1ccc(C(=S)N2CCN(C(=O)c3ccccc3)CC2)cc1	1	-0.5	-0.7	-3
CC(=O)N1CCC2(CC1)OCc1cc(-c3ccc(F)c(F)c3)ccc1O2	-19	-0.2	-0.4	1
Nc1c(C(=O)Nc2ccc3ccccc3c2)sc2nc3c(cc12)CCCCC3	-17	-0.1	0.0	0
CCOC(=O)C1CCN(C(=O)c2ccc(-c3ccccc3)cc2)CC1	-18	0.0	-1.6	-12
CC1=C(C(=O)Nc2cc(C)ccn2)C(c2cccc([N+](=O)[O-])c2)C2=C(CCCC2=O)N1 (stereo not drawn)	-13	-0.1	-1.7	2
CCCC/C=C/c1cn2c(NC(=O)COC)c(C)nc2cn1	-9	0.1	1.6	23
O=C1CCCN1CCCNc1ncnc2c1c(-c1ccccc1)cn2-c1ccccc1	0	-0.2	2.1	3
COCCCNC(=O)CCCNC(=O)Cn1cnc2sc(C)c(C)c2c1=O	9	0.1	2.9	23

# Following part
mol	TEAD-YAP inh	FBW7 activator	GPR151 activ	MITF inh
O=C(CSc1n[nH]c(-c2ccncc2)n1)Nc1ccc(Br)cc1	13	0.0	-0.4	12
CCOC(=O)c1cc(-c2ccc(OC)cc2OC)no1	5	-0.1	1.4	18
O=S(=O)(Nc1ccc(F)cc1)c1ccc2ccccc2c1	-9	0.0	-1.3	7
CCCCOc1cc(Br)c(C2NC(=O)NC(C)=C2C(=O)OCC)cc1OC (stereo not drawn)	-10	0.0	0.5	2
CC(C)NCc1cc2ccc(Cl)cc2n(CCS(=O)(=O)c2ccccc2)c1=O	-3	-0.1	-0.5	10
CNC(=O)[C@@H]1C[C@@H](NCc2ccc(OC)c(C)c2)CN1C1Cc2ccccc2C1	4	0.1	1.0	-15
O=C(c1cc2n(n1)C(C(F)(F)F)CC(c1ccc(F)cc1)N2)N1CCOCC1 (stereo not drawn)	2	-0.2	3.5	0
CCOC(=O)c1sc(NC(=O)c2cc([N+](=O)[O-])ccc2Sc2nnnn2C)cc1C	8	0.2	0.1	13
CCCOC(=O)C(C)Oc1ccc2c(=O)c(Oc3ccccc3Cl)coc2c1 (stereo not drawn)	3	0.1	-1.8	-12
COc1ccc(C(=O)COC(=O)C2CCC(=O)N2)cc1 (stereo not drawn)	-3	0.0	0.1	18
CCN(CC)C(=O)CN1CCC(n2c(C(F)(F)F)nc3cc(F)ccc32)CC1	9	0.1	0.2	1
Cc1ccc(Nc2nc3c(N)nnc(N)c3nc2Nc2ccc(C)cc2)cc1	10	-1.0	-1.5	2

# Two entries from above, with two lines to a compound.
# Order of results: TEAD-YAP inh | FBW7 activator | GPR151 activ | MITF inh
- O=C(OCCN1C(=O)c2ccccc2C1=O)c1cccs1
  6 | -0.1 | 2.8 | 4
- Cc1sc2ncn(CC(=O)Nc3ccc(F)cc3)c(=O)c2c1S(=O)(=O)N1CCOCC1
  -4 | 0.0 | 1.2 | -8

# Additional compounds
mol	TEAD-YAP inh	FBW7 activator	GPR151 activ	MITF inh
CC(Sc1ccc(Br)cc1)C(N)=O (stereo not drawn)	-6	0.2	0.3	11
CCCCN(CC)S(=O)(=O)c1ccc(C(=O)Nc2sc3c(c2C(N)=O)CCN(C(C)=O)C3)cc1	18	-0.1	0.2	-5
COc1ccc(Cl)cc1C(=O)NNC(=O)COC(=O)c1ccc([N+](=O)[O-])o1	17	0.1	0.1	5
COc1ccc(-n2cc(-c3ccccc3)c3c(N4CCN(c5cccc(OC)c5)CC4)ncnc32)cc1	3	0.1	0.1	-2
COc1sc(SC)cc1/C=N/NC(=O)c1ccncc1	4	0.3	1.5	-3
NS(=O)(=O)c1ccc2nc(NC(=O)c3ccc(N4C(=O)CCC4=O)cc3)sc2c1	-3	0.1	-0.1	13
Fc1cccc(CN2CCN(c3ncccn3)CC2)c1	3	-0.1	0.1	36
NC(=O)c1ccccc1O	2	0.2	-1.3	20
O=[N+]([O-])c1ccc(OCC(O)CNCC2COc3ccccc3O2)cc1 (stereo not drawn)	-1	-0.1	-0.4	6
N#CCCN(Cc1cccnc1)C(=S)NC(=O)c1cccs1	15	0.5	5.6*	6
CCC(=O)N1CCc2cc(S(=O)(=O)Nc3ccc(C(C)C)cc3)ccc21	-1	1.3	0.1	11
O=C(C1CCN(Cc2ccccc2O)CC1)N1CCN(c2ccccc2F)CC1	7	-0.3	0.2	48

# Continuation:
mol	TEAD-YAP inh	FBW7 activator	GPR151 activ	MITF inh
COc1cccc(C(=O)NNC(=O)c2ccccc2I)c1	3	0.0	-2.5	19
COc1cccc(O)c1CN1CCN(CC(C)C)C(CCO)C1 (stereo not drawn)	17	0.2	-1.8	12
Cc1cc(C(=O)NCC2CCC3(CCN(Cc4cccc(Cl)c4)CC3)O2)n(C)n1 (stereo not drawn)	7	0.0	-0.2	1
Cc1ccccc1-n1c(=S)sc2c(=O)n(-c3ccccc3)c(SCC(=O)Nc3ccc(N(C)C)cc3)nc21	1	0.0	0.2	-3
COc1cc([N+](=O)[O-])c(Cl)cc1N=Cc1c(C)[nH]n(-c2ccc(I)cc2)c1=O	2	0.0	-2.1	11
Cc1cc(N2CCOCC2)nc2ccc(NC(=O)c3cnccn3)cc12	6	0.4	3.0	14
O=C(N/N=C/c1ccc(O)cc1O)c1ccccc1O	52*	-1.1	-0.5	4
CC(=O)n1cc(/C=c2\sc3nc4cc(C)c(C)cc4n3c2=O)c(-c2ccc(F)cc2)n1	-7	0.0	6.1*	-12
CC(C)c1nc2ccccc2c2nn(CC(=O)N3CCC(C(N)=O)CC3)c(=O)n12	-1	-0.1	-0.9	-10
C/C(=C/C(=O)O)C(=O)Nc1cccc(Cl)c1C	-3	0.0	-2.5	-4
O=C(CCc1ccccc1)N1CC[C@@H]2[C@H](CCCN2C(=O)CC2=CCCCC2)C1	-3	-0.1	-0.2	-2
CC1=C(CC(=O)O)c2cc(F)ccc2/C1=C\c1ccc(S(C)(=O)=O)cc1	-8	0.0	1.2	-20

# The list goes on; it opens with the five that closed the last part.
mol	TEAD-YAP inh	FBW7 activator	GPR151 activ	MITF inh
CC(=O)n1cc(/C=c2\sc3nc4cc(C)c(C)cc4n3c2=O)c(-c2ccc(F)cc2)n1	-7	0.0	6.1*	-12
CC(C)c1nc2ccccc2c2nn(CC(=O)N3CCC(C(N)=O)CC3)c(=O)n12	-1	-0.1	-0.9	-10
C/C(=C/C(=O)O)C(=O)Nc1cccc(Cl)c1C	-3	0.0	-2.5	-4
O=C(CCc1ccccc1)N1CC[C@@H]2[C@H](CCCN2C(=O)CC2=CCCCC2)C1	-3	-0.1	-0.2	-2
CC1=C(CC(=O)O)c2cc(F)ccc2/C1=C\c1ccc(S(C)(=O)=O)cc1	-8	0.0	1.2	-20
CC(=O)NCc1nnc2n1CCN(Cc1ccc(Cl)cc1)CC2	-10	-0.1	1.1	-7
COC(=O)c1ccc(OCC(=O)Nc2ccc(Cl)cc2)cc1	-5	0.0	-1.6	-4
CN(C)CCNC(=O)C(C(=O)c1ccccc1)n1ccccc1=O (stereo not drawn)	-4	0.0	-1.2	-10
COc1ccccc1C1C(C(N)=O)=C(C)Nc2nc(-c3cccc(Cl)c3)nn21 (stereo not drawn)	-1	0.0	1.3	0
O=C(O)c1cn(C2CC2)c2cc(N3CCN(C(=S)S)CC3)c(F)cc2c1=O	-3	-0.1	-0.4	-4
CCC1(C)OC(=O)N(CCC#N)C1(C)O (stereo not drawn)	7	0.1	0.8	8
CCOc1ccccc1N1CCN(C(=O)c2csc(C)c2CC)CC1	2	-0.3	-0.1	3
O=C(O)c1ccc(S(=O)(=O)NC2CCCCCC2)cc1	3	0.1	-1.1	11
Cc1cc(N)n(-c2ncnc3c2cnn3-c2cccc(C)c2C)n1	-1	-0.2	2.4	13
COc1ccccc1-n1c(CNC(=O)c2cccc(F)c2)nnc1SCC(=O)N1N=C(c2cccs2)CC1c1ccc(C)cc1 (stereo not drawn)	15	-0.1	-0.1	-6
NC(=O)c1ccccc1NC1c2ncccc2C(=O)N1Cc1cccs1 (stereo not drawn)	-3	-0.1	-0.4	-3
COc1ccc(CNC(=O)C2CCC(CNc3c(N4CCCC4)c(=O)c3=O)CC2)cc1 (stereo not drawn)	-6	0.1	-0.4	-8

# Later entries.
mol	TEAD-YAP inh	FBW7 activator	GPR151 activ	MITF inh
Cc1cc(Br)cc2c1=NC(=O)C=2c1sc(=S)[nH]c1O	3	-0.2	-0.5	-10
N[C@H](Cc1cc(F)cc(F)c1)c1nc2ccc(-c3ccncc3)cc2[nH]1	-6	-1.4	-0.1	7
O=C(O)CC(NS(=O)(=O)c1cccc2nsnc12)c1ccc(Cl)cc1 (stereo not drawn)	-7	0.8	-0.1	-10
Cc1ccc(C2N(c3ccccc3)C(=O)N3CCCN23)cc1 (stereo not drawn)	1	-0.2	-0.8	12
